ALOX12 inhib: qHTS Assay for Inhibitors of 12-hLO (12-human lipoxygenase) | Polyunsaturated fatty acid lipoxygenase ALOX12 (Homo sapiens), P18054 | purified 12-hLO, xylenol orange hydroperoxide absorbance | Potency, µM (highest dose often 57.1 µM), for the others: at the top dose activity change, negative = inhibition, usual class: inhibitors | hit rate 0.12% among 150,000 | AID 1452, 2008; note: potency is the fitted concentration of half-maximal effect; nearly all actives have a fitted effect of over 55% in size; many of its hits are not listed in these tables
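Xylenol orange chromogenic assay: hydroperoxide from 12hLO oxidises Fe(II), giving red-shifted Fe(III)-XO absorbance. Conditions: 150 nM enzyme, 40 uM arachidonic acid, 25 mM Hepes pH 7.0, 0.01% Triton X-100, 30 min, room temperature.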
IMPase inh: qHTS Assay for Identifying the Cell-Membrane Permeable IMPase Inhibitors. Inositol monophosphatase 1 (Rattus norvegicus), P97697. CHO-M1 cells, IP1 accumulation, HTRF TR-FRET ratio. inhibition (IP1 accumulation), % at 46.1 µM. 120,000 tested, under 10 active; active = well fitted curve in the direction sought with a large enough effect in the signal ratio, not every such curve was filed as active; inconclusive = small, poorly fitted or top-dose-only effect, or a change in a side signal; inactive = no such curve, though single readings can be large or run the other way; the % refers to the signal ratio;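 note: cells stimulated with carbachol in lithium chloride buffer; plate controls were DMSO basal wells for no effect and reference inhibitor wells for full effect; higher means more IMPase inhibition seen as more IP1 and lower FRET ratio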
Target sequence (P97697 whole entry, looked up): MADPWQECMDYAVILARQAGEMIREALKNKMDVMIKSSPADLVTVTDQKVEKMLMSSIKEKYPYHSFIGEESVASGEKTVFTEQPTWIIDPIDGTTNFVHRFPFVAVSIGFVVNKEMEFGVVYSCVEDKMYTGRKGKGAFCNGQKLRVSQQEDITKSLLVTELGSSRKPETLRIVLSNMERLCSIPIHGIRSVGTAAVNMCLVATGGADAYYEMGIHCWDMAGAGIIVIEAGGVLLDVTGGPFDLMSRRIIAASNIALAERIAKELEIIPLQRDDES
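Cellular IMPase inhibition is scored as a rise in cytosolic IP1, detected by competitive TR-FRET between d2-labelled IP1 and a europium anti-IP1 antibody. M1-expressing CHO cells were stimulated with carbachol for 30 min at 37C, with lithium (50 mM LiCl) present in the buffer.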
ALOX15B inhib: qHTS Assay for Inhibitors of 15-hLO-2 (15-human lipoxygenase 2) | Polyunsaturated fatty acid lipoxygenase ALOX15B (Homo sapiens), O15296 | purified 15hLO-2, xylenol orange hydroperoxide absorbance | Potency, µM (highest dose often 57.1 µM), inactives show at the highest dose activity change, negative = inhibition, most hits filed as inhibitors | hit rate 0.56% among 110,000 | AID 881, 2007; note: potency is the fitted concentration of half-maximal effect; nearly all actives have a fitted effect of over 60% in size; many of its hits are not listed in these tables
Target sequence (O15296 whole entry, looked up): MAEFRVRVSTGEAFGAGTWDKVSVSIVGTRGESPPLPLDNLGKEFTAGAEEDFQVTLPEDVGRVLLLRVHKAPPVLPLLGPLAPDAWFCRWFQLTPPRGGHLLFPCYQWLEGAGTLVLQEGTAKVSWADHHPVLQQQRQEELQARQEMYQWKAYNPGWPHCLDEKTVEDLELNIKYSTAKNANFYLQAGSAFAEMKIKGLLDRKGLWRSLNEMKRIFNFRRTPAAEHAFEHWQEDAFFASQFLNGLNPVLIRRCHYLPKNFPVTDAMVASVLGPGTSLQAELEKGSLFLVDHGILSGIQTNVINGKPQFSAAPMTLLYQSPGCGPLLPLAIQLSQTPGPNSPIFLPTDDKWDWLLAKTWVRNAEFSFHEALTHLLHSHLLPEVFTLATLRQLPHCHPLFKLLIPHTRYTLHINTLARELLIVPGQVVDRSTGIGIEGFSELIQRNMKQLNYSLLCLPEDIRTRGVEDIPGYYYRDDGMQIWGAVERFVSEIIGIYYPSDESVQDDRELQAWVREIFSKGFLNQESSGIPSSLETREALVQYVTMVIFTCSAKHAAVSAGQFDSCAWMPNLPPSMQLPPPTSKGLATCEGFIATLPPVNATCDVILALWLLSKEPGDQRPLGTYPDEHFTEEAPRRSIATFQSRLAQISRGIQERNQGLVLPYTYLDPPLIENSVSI
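Enzyme 50 nM, AA 45 uM, 25 mM Hepes pH 7.5 + 0.01% Triton X-100; cpd preinc 15 min RT, rxn 90 min RT; stop/detect with 200 uM XO + 300 uM Fe(II) in 50 mM H2SO4, 30 min; A573/A405.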
PNC assembly inh: High Content Assay for Compounds that inhibit the Assembly of the Perinucleolar Compartment; hit rate 3.1% among 140,000; AID 2417, 2010; activity change (PNC), negative = inhibition, % at 10 µM; PC3M PTB-GFP, PNC prevalence imaging, 16 h; stronger effect = lower value;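 active = readout at or below -70, meaning at least 70% loss of cells showing the perinucleolar compartment, a nuclear body marking cancer cells; inconclusive = readout between -30 and a set limit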;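 note: plate controls were DMSO wells for no effect and camptothecin positive control wells for full effect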
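PC3M cells stably expressing PTB-GFP, 750–1000 cells/well, treated 16 h at 37 °C with compound (23 nl of library stock), in duplicate. After paraformaldehyde fixation and Hoechst stain, imaged at 20x; PNC prevalence scored by image analysis.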
* marks the source's active call; other numbers are inactive results; ? = inconclusive; nt = no result given; [ ] = dose if it differs, or a comment. Unless noted, calls come from the whole dose curve; as a rule, active = well fitted curve in the direction sought with a large enough effect; inconclusive = small, poorly fitted or top-dose-only effect, or another doubt; inactive = no such curve, though single readings can be large; an effect the other way counts as inactive or inconclusive. Unless noted, % is set by controls: 0 for no effect and ±100 for the full control effect. This is a subset. The share of hits here may be higher or lower than overall.

| molecule | ALOX15B inhib | PNC assembly inh | ALOX12 inhib | IMPase inh |
| --- | --- | --- | --- | --- |
| CC(C)CNC(=O)/C=C/c1cccs1 | nt | -3.4 | -4.3% | 2.3 |
| CC(NC(=O)Cc1ccccc1)c1nc2ccccc2[nH]1 (stereo not given) | 1.0% | ? | -2.8% | 1.5 |
| C=CCNC(=O)NC(=O)COC(=O)/C(C#N)=C/c1cc(C)n(CC(C)C)c1C | -10.6% | -29.2 | -8.8% | 9.7 |
| Cc1[nH]c2ccccc2c1C(=O)COC(=O)c1c(-c2ccccc2)noc1C | nt | -121.5* | -4.6% | nt |
| O=CNc1ncn[nH]1 | 6.8%[11.4 µM] | nt | 0.3%[11.4 µM] | nt |
| Oc1[nH]c2ccccc2c1N=Nc1ccc(C(F)(F)F)cn1 | -7.8% | 54.1 | -6.1% | -0.9 |
| O=P(O)(CP(=O)(c1ccccc1)c1ccccc1)c1ccccc1 | 3.3% | -25.2 | -3.9% | 4.2 |
| Cc1c(C(=O)c2ccc(Cl)cc2[N+](=O)[O-])c2ccccn2c1CCC#N | nt | 1.8 | -7.7% | nt |
| COC(=O)c1cc(S(=O)(=O)n2nc(C)cc2C)c(Cl)cc1Cl | 0.2% | ? | -3.8% | -4.8 |
| c1c[nH]c(CN2CCOCC2)n1 | -6.0%[11.4 µM] | nt | 0.4%[11.4 µM] | nt |
| COc1ccc2nc(SCC(=O)NC(C)C)[nH]c2c1 | -3.8% | ? | 0.4% | 3.9 |
| N=C(N)CCCOc1ccccc1-c1ccccc1 | nt | 2.1 | -3.6% | nt |
| CCOc1ccc(S(=O)(=O)N(CC(=O)N/N=C/c2cccs2)c2ccc(C)cc2)cc1 | -8.3% | ? | -7.8% | 6.3 |
| CC(=O)C1=C(C)NC(SCC(=O)Nc2nccs2)=C(C#N)C1c1ccccc1Cl (stereo not given) | nt | 51.5 | -2.6% | nt |
| CC(C)c1ccc(/C=C/C(=O)N2CCc3ccccc3C2)cc1 | nt | 21.3 | 1.0% | -7.5 |
| COc1cc(NS(=O)(=O)c2ccc(F)cc2)c(OC)cc1NC(=O)C1CC1 | -1.5% | 10.1 | -1.8% | 3.3 |
| COCCOC(=O)C1=C(C)NC(=O)NC1c1c(Cl)nc2ccccn2c1=O (stereo not given) | nt | 9.4 | -1.7% | 0.8 |
| COC(=O)C1=C(C)NC(C)=C(C(=O)OCCSc2ccccc2)[C@@H]1C | 13.2% | nt | -7.8% | 8.8 |
| Cc1nn(-c2ccccc2)c(C)c1/C=N/NC(=O)c1cc(-c2cccc3ccccc23)n[nH]1 | nt | 37.8 | -0.6% | 4.2 |
| Cc1cccn2c(=O)c(/C=C3\SC(=S)N(CC(C)C)C3=O)c(NCCCOC(C)C)nc12 | 3.5% | -6.9 | 1.1% | -8.5 |
| N#Cc1nc(-c2ccc(OCc3ccccc3)cc2)oc1NCc1ccco1 | 2.2% | 39.6 | -16.6% | 13.2 |
| COc1ccc2c(c1)C(C)=CC(C)(C)N2C(=O)CNCc1ccc2c(c1)OCO2 | 19.8% | 26.4 | -4.7% | 14.7 |
| CCOC(=O)/C(C#N)=C/c1ccc(OCC(=O)Nc2cc(C)ccc2C)c(OC)c1 | -5.1% | 34.9 | -5.0% | ? |
| COC(=O)Cn1c(=NC(=O)c2cc(-c3cccs3)nc3ccccc23)sc2cc(S(N)(=O)=O)ccc21 | nt | 16.5 | -5.5% | nt |
| CN(C)CCOc1ccc2ccccc2c1 | nt | 17.8 | -5.0% | nt |
| CCCCC/C=C\C[C@H](O)/C=C\c1cccc(C[C@H](O)CCCCO)n1 | -18.9% | nt | -16.4% | 16.6 |
| COc1ccccc1CNC(=O)Nc1cccs1 | ? | -28.4 | -8.5% | -0.7 |
| CCOc1ccccc1OCC(O)CNC (stereo not given) | 5.2% | -0.1 | 0.8% | -13.7 |
| O=C(O)c1cc2ccccc2c(S(=O)(=O)O)c1O | -1.5%[11.4 µM] | nt | 0.5%[11.4 µM] | nt |
| COCc1[nH]nc2c1C(c1ccccc1Cl)C(C#N)=C(N)O2 (stereo not given) | -2.0% | -28.7 | 0.4% | -3.0 |
| CCCCOC(=O)CSC1=C(C#N)C(c2ccc3c(c2)OCO3)CC(=O)N1 (stereo not given) | -7.0% | 18.1 | -1.1% | 14.1 |
| Cc1cc2ccccc2c(=O)n1CC(=O)NCC(=O)N(C)Cc1ccccc1 | -1.2% | 25.0 | -2.0% | 10.6 |
| CCOc1ccc(S(=O)(=O)N(C)c2ccc(OCC(=O)OCc3c(C)noc3C)cc2)cc1 | 2.9% | 24.4 | -4.4% | 2.9 |
| CCN(CC)c1ccc(NC(=O)C2CCCN(S(=O)(=O)c3cccnc3)C2)c(C)c1 (stereo not given) | -1.1% | 0.3 | 2.1% | 9.6 |
| COc1ccccc1OCCNC(=O)c1cc(SC)ccc1Cl | nt | -113.0* | -2.8% | nt |
| Clc1ccc2c(c1)CNc1c(ncnc1N1CCOCC1)O2 | -1.8% | 29.1 | -5.2% | 3.8 |
| CCOc1ccc(OCc2ccc(C(=O)OCc3ccccn3)o2)cc1 | 14.6% | -12.5 | 1.3% | 3.6 |
| O=C(NN1CCOCC1)c1cc(-c2cccs2)nc2ccccc12 | nt | 1.1 | -5.4% | nt |
| COC(=O)c1nc(NC(=O)c2ccccc2)n[nH]1 | -18.5% | 31.2 | -1.2% | 4.5 |
| CC(C)c1ccc(/C=C/C(=O)Nc2nc3ccc([N+](=O)[O-])cc3s2)cc1 | -0.1% | -15.4 | -4.5% | -2.4 |
| O=C1C2CC=CCC2C(=O)N1Cc1ccccc1Cl (stereo not given) | nt | 15.4 | -2.9% | nt |
| CC(=O)Nc1nc2n(n1)C(c1ccc(Cl)cc1)C=C(C)N2 (stereo not given) | -14.4% | -17.8 | -0.7% | -5.2 |
| CC(=O)Nc1c(C)cc(S(C)(=O)=O)cc1C | nt | ? | 2.3% | nt |
| CCOc1ccccc1-c1cc(-c2ccc(OC)cc2)nc2c1c(=O)n(C)c(=O)n2C | -4.1% | ? | 4.8% | -5.0 |
| CCCc1cc(=O)[nH]c(NCc2ccc(Cl)cc2)n1 | -0.8% | 30.2 | -5.8% | 6.9 |
| CCC(=O)Oc1oc(-c2ccccc2)nc1C=Nc1ccccc1OC | -6.3% | 1.7 | -3.8% | -3.8 |
| COc1ccc(OC)c2c(N)c(C#N)c(C(F)(F)C(F)(F)F)nc12 | 1.3% | 25.8 | -4.4% | 3.7 |
| COC(=O)c1sccc1-n1cccc1C(=O)N1CCOCC1 | -10.5% | 14.7 | -10.7% | 0.2 |
| CCC(=O)N1CCN=C1SCc1ccccc1Cl | 0.8% | -8.6 | -2.9% | -5.6 |
| Cn1cnc([N+](=O)[O-])c1Sc1nc(N)nc2c1ncn2[C@H]1C[C@H](O)[C@@H](CO)O1 | 5.5%[11.4 µM] | nt | 4.9%[11.4 µM] | nt |
| CCc1sc(N(C(=O)Cc2ccccc2)c2ccccc2)nc1-c1ccccc1 | 3.8% | 21.6 | 1.8% | ? |
| O=S(=O)(CCSc1nc2ccccc2s1)c1nc2ccccc2s1 | ? | -28.9 | -4.9% | 11.5 |
| Cc1nn(CCc2n[nH]c(=S)n2C2CCCCC2)c(C)c1Br | ? | -24.2 | -9.4% | 5.1 |
| Fc1ccc(CN2CCSCC2)cc1Br | -6.8% | 6.0 | -4.5% | 2.1 |
| COc1ccc(C2=NOC(C(=O)Nc3ccc(C(C)=O)cc3)C2)cc1OC (stereo not given) | -9.0% | ? | 1.3% | -7.7 |
| Cc1ccc(C2C(C(=O)O)c3ccccc3C(=O)N2C)o1 (stereo not given) | -1.6% | 45.8 | 5.2% | -3.7 |
| Clc1ccc(CNCCC2=CCCCC2)cc1 | 23.7% | 17.1 | 1.2% | -9.3 |
| COc1cc2oc(=O)cc(-c3ccc(-c4ccc(CO)cc4)cc3)c2c(OC)c1OC | -23.4%[0.0915 µM] | nt | 4.0%[0.00818 µM] | nt |
| c1ccc(OCCn2cnc3ccccc32)cc1 | 38.5%[activator] | 15.8 | -3.4% | 5.1 |
| Cc1cc(C)c2c(N)c(S(=O)c3ccc(C(C)(C)C)cc3)sc2n1 (stereo not given) | -7.6% | -15.4 | -10.2% | -2.2 |

New compounds follow.
| molecule | ALOX15B inhib | PNC assembly inh | ALOX12 inhib | IMPase inh |
| --- | --- | --- | --- | --- |
| Nc1nnc(COc2ccc(Br)cc2Br)s1 | -2.1% | -4.9 | -5.2% | -9.3 |
| CC(C)C(=O)Nc1ccc(C(=O)NNC(=O)c2cccs2)cc1 | nt | ? | 6.8% | nt |
| CCOc1cc(/C=N/NC(=O)CSc2nncn2C)ccc1OCc1ccccc1 | nt | -96.3* | 2.8% | nt |
| COc1cccc(C2C(C(=O)c3cccs3)=C(O)C(=O)N2CCN(C)C)c1OC (stereo not given) | -4.0% | ? | 4.1% | 3.7 |
| COC(=O)c1ccc(C(=O)Nc2ccc3nc(-c4cccnc4)[nH]c3c2)cc1 | -5.8% | -83.1* | 6.9% | -2.2 |
| Cc1cccc(-c2nc(CSCC(=O)NCc3cccs3)c(C)o2)c1 | 5.4% | -5.4 | -4.2% | 6.9 |
| O=c1cc(CN2CCN(S(=O)(=O)/C=C/c3ccccc3)CC2)c2ccc(O)cc2o1 | nt | -11.6 | -3.2% | nt |
| O=C(Nc1c[nH]c(=O)[nH]c1=O)Oc1ccccc1 | -2.5%[11.4 µM] | nt | -1.2%[11.4 µM] | nt |
| Cc1nc(CNS(=O)(=O)c2ccc3c(c2)CCCC3)cs1 | -7.0% | -12.4 | -4.3% | 4.8 |
| COC(=O)c1ccc(NC(=O)CCN2CCN(Cc3ccccc3)CC2)cc1 | nt | ? | 3.2% | 24.6 |
| CCOC(=O)c1sc(NC(=O)CSc2nc3c(c(=O)n2-c2ccc(C)cc2)SCC3)c(C(=O)OCC)c1C | nt | 6.7 | -0.9% | nt |
| COc1ccc(C(=O)N(c2ccc(OC)cc2)S(=O)(=O)c2cccs2)cc1 | nt | 27.9 | -4.1% | nt |
| c1ccc(-c2noc(-c3cccnc3)n2)nc1 | 5.9%[2.29 µM] | 24.5 | -5.1% | -7.2 |
| CC(C)(C)OC(=O)N1CCC[C@H]1C(=O)NCC1CCC(C(=O)O)CC1 (stereo not given in full) | -0.9% | 5.6 | 0.1% | -9.5 |
| COCCN(C(=O)C(C)C)c1nnc(-c2ccc(C)cc2)s1 | 20.7% | 13.4 | -8.6% | -1.8 |
| O=S(=O)(c1cccs1)n1nnc2ccccc21 | 6.8% | ? | -1.6% | -2.1 |
| CN(C)c1ccc(/C=C/C(=O)c2ccc3c(c2)OCCO3)cc1[N+](=O)[O-] | nt | ? | 1.6% | nt |
| CCCNc1c(NC(C)=O)c(=O)oc2ccccc12 | nt | 3.0 | 1.2% | nt |
| Cc1ccc(-c2csc(C(C#N)=C3CCCC3)n2)cc1 | -12.7% | 64.0 | 0.9% | -0.2 |
| CC(C)Cc1nc2sc3c(=O)[nH]cnc3c2c2c1CCC2 | nt | ? | 0.3% | nt |
| COc1ccc(/C=C/C(=O)Nc2cc(C(F)(F)F)ccc2Cl)cc1OC | nt | 10.8 | -1.8% | -16.5 |
| COc1ccc(CNC(=O)C2CC=CCC2C(=O)O)cc1OC (stereo not given) | 2.6% | ? | -7.4% | 1.8 |
| N#CCCn1cc(C(=O)Nc2ccc([N+](=O)[O-])cc2)c(-c2cccs2)n1 | nt | 72.8 | -5.8% | nt |
| COc1ccc(COC(=O)NNC(=O)c2ccccc2Cl)cc1 | -0.2% | 48.2 | 3.3% | 0.9 |
| CC(=O)[C@H](C(=N)C#N)C(=O)Nc1ccccc1 | 6.6%[11.4 µM] | nt | 4.7%[11.4 µM] | nt |
